TEAD-YAP block = TEAD-YAP interaction inhibition; HEK-TIYL cells, TEAD-Gal4/YAP UAS-luciferase luminescence; inhibition, % at 9.12 µM; 640,000 tested, 1.4% active; AID 1259422; in the data active = inhibition above about 32%;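 also: 0% = median of test compound wells and 100% = reference inhibitor wells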
MITF primary = inhibitors of human MITF; O75030; AlphaScreen MITF homodimerization, bead proximity signal; inhibition, % at 2.6 µM; 650,000 tested, 0.91% active; in the data active = inhibition above about 50%;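 also: 0% = vehicle wells with protein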
Target sequence (O75030 whole entry, looked up): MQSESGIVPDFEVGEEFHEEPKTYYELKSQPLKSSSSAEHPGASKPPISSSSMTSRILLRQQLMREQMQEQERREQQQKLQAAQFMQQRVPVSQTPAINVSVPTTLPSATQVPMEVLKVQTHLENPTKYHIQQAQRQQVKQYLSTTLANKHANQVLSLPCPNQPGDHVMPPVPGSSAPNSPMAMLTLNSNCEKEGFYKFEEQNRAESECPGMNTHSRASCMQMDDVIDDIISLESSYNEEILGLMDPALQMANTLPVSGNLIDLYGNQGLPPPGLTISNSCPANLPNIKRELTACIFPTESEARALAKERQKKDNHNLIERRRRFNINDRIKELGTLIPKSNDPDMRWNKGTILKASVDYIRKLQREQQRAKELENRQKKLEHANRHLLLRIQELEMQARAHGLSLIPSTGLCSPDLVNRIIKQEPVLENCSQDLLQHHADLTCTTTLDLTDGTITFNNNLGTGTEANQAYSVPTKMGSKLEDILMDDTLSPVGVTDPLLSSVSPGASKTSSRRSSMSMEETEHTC
FBW7 act = activators of human E3 ligase FBW7 | Q969H0 | AlphaScreen FBW7–phospho-cyclin E peptide binding, activator screen | normalized activity (activation), % at 26.1 µM | 650,000 tested, 0.13% active | AID 1259310; in the data active = normalized activity above about 1.9%;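 also: purified mutant Fbw7 with reduced substrate affinity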
GPR151 ag = human GPR151 activation. Q8TDV0. PathHunter beta-arrestin GPR151 cells, luminescence. 650,000 tested, 1% active. activation, % at 11.2 µM. AID 1508602; in the data active = activation above about 4.9%;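 also: 0% = median of compound wells and 100% = cells with positive control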
Target sequence (Q8TDV0 whole entry, looked up): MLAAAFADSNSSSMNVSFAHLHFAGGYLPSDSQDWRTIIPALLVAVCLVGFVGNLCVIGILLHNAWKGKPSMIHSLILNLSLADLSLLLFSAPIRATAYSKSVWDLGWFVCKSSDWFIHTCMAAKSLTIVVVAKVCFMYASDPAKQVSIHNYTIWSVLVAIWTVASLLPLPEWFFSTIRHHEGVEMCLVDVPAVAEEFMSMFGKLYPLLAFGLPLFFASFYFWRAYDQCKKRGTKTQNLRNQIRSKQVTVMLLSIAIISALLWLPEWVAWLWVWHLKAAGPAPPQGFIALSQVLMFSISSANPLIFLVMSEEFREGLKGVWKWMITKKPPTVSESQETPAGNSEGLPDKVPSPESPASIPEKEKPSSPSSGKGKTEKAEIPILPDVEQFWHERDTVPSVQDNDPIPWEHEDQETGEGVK
* = called active by the depositor; & = joins results of further samples.

SMILES | TEAD-YAP block | MITF primary | FBW7 act | GPR151 ag
Cc1cccc(N2CCN(Cc3oc(CO)cc(=O)c3O)CC2)c1C | -2 | -6 | -0.2 | -0.6
CC1C/C(=N/N=C2/NC(=O)CS2)CC(C)(C)C1 (stereo unspecified) | -9 | 4 | 0.0 | -0.3
CS(=O)(=O)C1=NN2C(=N)/C(=C\c3ccc(Cl)cc3)C(=O)N=C2S1 | 10 | -6 | -0.3 | 0.9
CCOC(=O)C1=C(C)OC(N)=C(C#N)C1c1ccc(OCc2cccc(F)c2)c(OC)c1 (stereo unspecified) | -20 | 14 | -0.2 | 0.6
Cc1cccc(C2(c3cccc(C)c3)CC2C(=O)Nc2ccc(I)cc2)c1 (stereo unspecified) | 0 | 9 | -0.1 | -0.5
Clc1ccc(OCCSc2nc3ccc(Br)cc3[nH]2)cc1 | 5 | 13 | 0.1 | 2.1
CCN(CC(=O)Nc1ccccc1C(=O)OC)S(=O)(=O)c1ccc(C)cc1 | -2 | 0 | 0.0 | -1.1
CN1CCN(S(=O)(=O)c2cn(C)c(=O)n(C)c2=O)CC1 | 6 | 1 | 0.1 | 0.9
COc1ccccc1NC(=O)C1=C(C)Nc2nc(-c3cccs3)nn2C1c1cccnc1 (stereo unspecified) | -4 | -12 | 0.2 | -1.3
CCOc1cc(C=O)cc(I)c1OCC(=O)Nc1cccc(C)c1 | -1 | -11 | -0.3 | 1.2
CCOc1cc(C2C(C#N)=C(N)OC3=C2C(=O)CCC3)ccc1OCc1cccc(F)c1 (stereo unspecified) | -4 | -7 | -0.2 | -0.6
CCCn1c(N)c(C(=S)NC(=O)C2CC2)c(=O)n(C)c1=O | 1 | 5 | 0.1 | 1.5
COc1cc(-c2nc3ccccc3c(=O)n2NC(=O)c2cccc(C)c2)cc(OC)c1OC | -8 | 0 | -0.1 | -0.5
Cc1cc2cc(C)nn2c(N)n1 | 1&2 | 13&16 | 0.2&0.2 | 1.0&-1.3
CCCCCCCCNC(=O)c1ccc([N+](=O)[O-])o1 | 35* | 1 | -0.2 | 0.4
COC(=O)CN1C(=S)N(C)C(=O)/C1=C/c1cc(C(C)C)c(OC)cc1C | 1 | 24 | 0.0 | -0.8
COc1ccccc1N1CCN(c2nc3ccccc3n3nnnc23)CC1 | -1 | -1 | 0.2 | -1.6
COc1cc2nc(SCC(=O)Nc3cc(C)on3)n(CCc3ccc(Cl)cc3)c(=O)c2cc1OC | -7 | 4 | 0.1 | 0.0
O=C(COc1ccc(C(=S)N2CCOCC2)cc1)N1CCCC1 | 0 | 14 | 0.1 | -0.1
C=COCCNC(=O)C(=O)NC(C)C | -7 | -7 | 0.0 | -0.7
CSc1ccc(CN2CCc3nnc(CCNC(=O)C4CCCO4)n3CC2)cc1 (stereo unspecified) | 13 | 6 | 0.1 | 1.0
COC(=O)c1ccc2nc(C)cc(Nc3cccc(OC)c3)c2c1 | 11 | -5 | 0.0 | 0.3
CCOc1ccccc1C1CC(=O)NC(SCC(N)=O)=C1C#N (stereo unspecified) | 4 | 7 | -0.2 | -0.4
CCC(=O)Nc1cccc(Oc2nc(C)cc(C)c2C#N)c1 | 5 | 8 | -0.1 | -0.5
CCCN1C(=O)c2ccc(C(=O)Nc3ccc(C(=O)O)cc3)cc2C1=O | 53* | 18 | 0.0 | -0.6

An excerpt from above, showing only FBW7 act.
| SMILES | FBW7 act |
| --- | --- |
| Clc1ccc(OCCSc2nc3ccc(Br)cc3[nH]2)cc1 | 0.1 |
| CCN(CC(=O)Nc1ccccc1C(=O)OC)S(=O)(=O)c1ccc(C)cc1 | 0.0 |
| CN1CCN(S(=O)(=O)c2cn(C)c(=O)n(C)c2=O)CC1 | 0.1 |
| COc1ccccc1NC(=O)C1=C(C)Nc2nc(-c3cccs3)nn2C1c1cccnc1 (stereo unspecified) | 0.2 |
| CCOc1cc(C=O)cc(I)c1OCC(=O)Nc1cccc(C)c1 | -0.3 |

Back to the main list, repeating the 2 entries before the break.
SMILES | TEAD-YAP block | MITF primary | FBW7 act | GPR151 ag
CCC(=O)Nc1cccc(Oc2nc(C)cc(C)c2C#N)c1 | 5 | 8 | -0.1 | -0.5
CCCN1C(=O)c2ccc(C(=O)Nc3ccc(C(=O)O)cc3)cc2C1=O | 53* | 18 | 0.0 | -0.6
CCCOc1ccc2c(=O)c(Oc3ccccc3)coc2c1 | -24 | -8 | 0.3 | -0.9
COc1ccc(CCn2c(SCc3ccccc3C#N)nc3ccsc3c2=O)cc1OC | 5 | 12 | 0.0 | -0.6
O=C(Cn1cc2c(n1)CCCCC2)NCCc1c[nH]c2ccccc12 | 1 | -4 | 0.0 | -0.1
Cc1cc(C)n(-c2ccc(C(=O)OCC(=O)c3ccccc3)cc2)n1 | 2 | 0 | 0.0 | 0.9
CC(=O)c1cccc(NC(=O)C(C)N(c2ccc(C)cc2)S(C)(=O)=O)c1 (stereo unspecified) | 8 | -11 | 0.1 | -1.0
C=CCn1c(SCC#N)nnc1-c1ccc(Br)cc1 | -5 | -4 | 0.0 | 0.6
CC(=O)c1ccc(N2CCN(C(=O)C3(S(=O)(=O)c4ccc(C)cc4)CC3)CC2)cc1 | -3 | -8 | 0.0 | 0.4
CC(C)c1ccc(CNc2cc(N3CCCC3)ccc2[N+](=O)[O-])cc1 | -6 | 3 | -0.2 | 0.3
CCCCC1=NN2C(=N)/C(=C/c3ccc(OCCOc4ccc(C)cc4C)c(OCC)c3)C(=O)N=C2S1 | 18 | 6 | -0.1 | 1.1
COc1ccc2c(c1)CCC/C2=N\NC(=O)c1ccc(CN2CCOCC2)cc1 | 3 | -33 | 0.0 | -1.4
CCOC(=O)C1=C(C)N=c2s/c(=C\c3ccc(OC)c(OC)c3)c(=O)n2C1c1c(OC)ccc2ccc(OC)cc12 (stereo unspecified) | -11 | 14 | 0.1 | -0.6
CCN(CC)S(=O)(=O)c1cc(NS(=O)(=O)c2ccc(Cl)cc2F)ccc1C | -1 | 23 | 0.5 | 2.6
Cc1ccc2nc(-c3cccnc3)cc(C(=O)NCc3ccc(C(=O)O)cc3)c2c1 | -3 | 7 | 0.0 | 0.5
CC(=O)OC1CCCC2=CCC3C4CCC(C(C)CC=C(c5ccccc5)c5ccccc5)C4(C)CCC3C21C (stereo unspecified) | 3 | -2 | 0.2 | -0.6
O=C(COc1ccc(Cl)cc1Br)NNC(=S)NC(=O)c1cccs1 | 1 | 7 | 0.2 | -2.1
CCOc1cccc(OCCCN2CCNCC2)c1 | -15 | 54* | 0.0 | 0.4
COc1ccc(-c2c(C)nn3c(N4CCC(C(=O)NC5CC5)CC4)cc(C)nc23)cc1OC | 3 | 9 | 0.5 | -0.5
Cc1ccc(CN2CCSCC2)c(C)c1 | 12 | 27 | 0.0 | -1.0
CCCNC(=S)N1CCC(c2nc3ccccc3o2)CC1 | 6 | -1 | 0.0 | 0.2
COc1ccc(NC(=O)NCCNc2cc(-n3ccnc3C)ncn2)c(C)c1 | -2 | -11 | 0.3 | -0.3
C[C@@H](C(=O)Nc1sc2c(c1C(N)=O)CCC2)N1C(=O)C2CC=CCC2C1=O (stereo partly specified) | -4 | 9 | 0.0 | 0.7
CCOC(=O)C1=C(C)N=c2s/c(=C/c3ccc(-c4ccc([N+](=O)[O-])cc4)o3)c(=O)n2C1c1c(OC)ccc2ccccc12 (stereo unspecified) | -2 | 11 | 0.1 | -1.1
Cc1ccc(-n2nc3ccc(NC(=S)NC(=O)c4ccc(-c5ccccc5[N+](=O)[O-])o4)cc3n2)cc1 | -28 | 2 | -0.1 | -0.2
O=C(N/N=C\c1cn[nH]c1-c1ccccc1)Nc1ccccc1 | 1 | 21 | 0.7 | -0.8
CCOc1ccc(C2=NCC(CN3C(=O)C(=O)N(C4CCCC4)C3=O)S2)cc1 (stereo unspecified) | -31 | -7 | 0.3 | 4.0
Other results
SMILES | TEAD-YAP block | MITF primary | FBW7 act | GPR151 ag
CCCOc1ccc(C2NC(=O)NC(C)=C2C(=O)OCCOCC)cc1 (stereo unspecified) | -20 | 4 | 0.1 | -1.1
Cc1cc(O)ccc1NC(=O)CCN1C(=O)c2ccc([N+](=O)[O-])cc2C1=O | 0 | -4 | 0.0 | 1.8
CC1CCCCC12NC(=O)N(CC(=O)Nc1ccc3c(c1)CCC3)C2=O (stereo unspecified) | 17 | 24 | 0.1 | -2.0
CCS(=O)(=O)c1ccc2c(c1)N(Cc1ccccc1C#N)C(=O)C(C)O2 (stereo unspecified) | 11 | 7 | 0.1 | 0.3
CC(C)C(C)(C#N)NC(=O)CSc1nnc(Cc2cccc3ccccc23)n1N (stereo unspecified) | 1 | -7 | -0.1 | -1.3
Cc1cc(C)nc(NS(=O)(=O)c2ccc(NC(=O)CSc3nc(-c4ccccc4)cc(C(F)(F)F)c3C#N)cc2)n1 | 2 | 8 | 0.0 | 0.0
O=C(O)c1cccnc1SC1CC(=O)N(c2cccc(C(F)(F)F)c2)C1=O (stereo unspecified) | -18 | 4 | -0.3 | -2.0
CC(C)N(CCNc1nc(-c2ccc(C(=O)N3CCN(C)CC3)cc2)nc2c1ncn2-c1ccsc1)C(C)C | 8 | 8 | 0.1 | -1.3
O=C(CC(NCc1cccnc1)C(=O)O)Nc1ccc(O)cc1 (stereo unspecified) | 20 | 4 | -0.1 | 2.5
CCOc1cc(CN2CCc3c(nc(N4CCCCC4)[nH]c3=O)C2)ccc1O | -5 | -6 | 0.0 | 0.7
O=C(CCn1c2c(c3ccccc31)CCCC2)N/N=C/c1cccnc1 | 7 | 20 | 0.0 | 3.0
CC(C)CN1C[C@@H](NCc2cccnc2)C[C@H]1C(=O)NCCc1ccccc1F | -13 | -8 | 0.5 | -0.8
CCc1c(C(=O)NNC(=O)Nc2ccc([N+](=O)[O-])cc2)csc1C | 14 | 2 | 0.1 | -0.9
CCOC(=O)C1CCCN(Cc2ccc(C(=O)NCc3ccccc3Cl)c(=O)[nH]2)C1 (stereo unspecified) | 4 | 12 | -0.2 | -0.4
Cc1cc(C(=O)Nc2ccc(Cl)cc2C(F)(F)F)no1 | -2 | 7 | 0.2 | 1.0
CCN1CCN(C(=O)c2ccc(CS(=O)Cc3ccc(Cl)cc3)o2)CC1 (stereo unspecified) | -3 | 2 | -0.1 | 0.8
CCNC(=O)[C@@H]1C[C@H](NCc2cccc(F)c2)CN1Cc1cccc2ccccc12 | -9 | 4 | -0.1 | 0.6
O=C1CC(NCc2ccc(C(=O)O)cc2)C(=O)N1 (stereo unspecified) | -5 | 19 | 0.2 | 1.7
O=C(COc1ccc(Cl)cc1)Nc1ncc(Cc2ccc(F)cc2)s1 | 5 | -3 | 0.0 | -0.6
COC(=O)CSc1nnc2n(-c3ccccc3OC)c(=O)c3ccccc3n12 | 4 | -3 | 0.0 | 1.6
CC(c1ccccc1)N1C(=O)C2C3CCC(C3)C2C1=O (stereo unspecified) | -3 | -10 | 0.2 | -2.2
COc1ccc(NC(C)=O)cc1NCC(=O)Nc1ccc(C)cc1Cl | 8 | -6 | -0.2 | 1.7
O=C(Nc1c2c(nn1-c1ccc(Cl)cc1)CSC2)c1cc([N+](=O)[O-])ccc1Cl | 6 | 7 | -0.1 | 0.5
COC(=O)c1ccccc1NC(=O)CS(=O)(=O)c1nnnn1-c1ccccc1 | 14 | 23 | 1.4 | -0.3
CCOc1ccc(C2C(C#N)=C(N)N(c3ccc([N+](=O)[O-])cc3)C3=C2C(=O)CC(C)(C)C3)cc1 (stereo unspecified) | 6 | -1 | 0.0 | -0.9

Three of these compounds in a different format.
Structure	TEAD-YAP block	MITF primary	FBW7 act	GPR151 ag
CCCOc1ccc(C2NC(=O)NC(C)=C2C(=O)OCCOCC)cc1 (stereo unspecified)	-20	4	0.1	-1.1
O=C1CC(NCc2ccc(C(=O)O)cc2)C(=O)N1 (stereo unspecified)	-5	19	0.2	1.7
CCS(=O)(=O)c1ccc2c(c1)N(Cc1ccccc1C#N)C(=O)C(C)O2 (stereo unspecified)	11	7	0.1	0.3

More compounds follow:
SMILES | TEAD-YAP block | MITF primary | FBW7 act | GPR151 ag
O=S(=O)(NCCSCc1ccccc1Cl)c1ccc2c(c1)OCCO2 | 3 | 12 | 0.1 | -0.8
COc1cc(C(C)=O)ccc1OCC(O)CNC1CCCCCC1 (stereo unspecified) | -6 | 10 | 0.1 | 1.0
O=C(Nc1nc2c(s1)CCCC2)c1cc(Cl)ccc1[N+](=O)[O-] | -36 | 21 | 0.0 | 0.0
COc1cccc(COc2ccc3ccc(=O)oc3c2)c1 | -35 | 3 | 0.1 | -0.3
CC(=O)N(Cc1cc2c(C)cc(C)cc2[nH]c1=O)CC1CCCO1 (stereo unspecified) | 2 | 9 | 0.1 | 1.0
CC1CCCCN1C(=O)CN1CCC(c2ccc3c(c2)OCO3)CC1 (stereo unspecified) | -6 | -8 | 0.1 | -0.4
O=C(c1ccccc1)c1cc2c(cc1[N+](=O)[O-])OCCO2 | 3 | -1 | 0.2 | 0.2
COc1ccc(Cc2nnc(SCC(N)=O)n2Cc2ccccc2)cc1 | 7 | 5 | 0.1 | 0.2
COC(=O)CCc1c(C)c(C(=O)c2ccc(S(=O)(=O)N(C)C)cc2)c2ccccn12 | -2 | -14 | -0.1 | 0.5
COc1ccc(S(=O)(=O)N2CCN(C(=O)CCCl)CC2)cc1 | -3 | 12 | 0.1 | -0.8
CCCCc1ccc(C2=N/C(=C/c3ccc(OC(C)=O)c(OC)c3)C(=O)O2)cc1 | -7 | 2 | 0.0 | 1.5

Screening data deposited in PubChem BioAssay by The Scripps Research Institute Molecular Screening Center.
